Screening data (PubChem BioAssay)
Rv3671c protease = inhibitors of M. tuberculosis serine protease Rv3671c; P9WHR9; inhibition, % at 5.96 µM; 0.048% of 320,000 active; in the data active = inhibition above about 38%;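 also: extracellular domain of Rv3671c used as enzyme; 0% = enzyme with DMSO and 100% = no enzyme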
BioA inh = inhibitors of Mycobacterium tuberculosis BioA enzyme; purified M. tuberculosis BioA enzyme, plate reader; inhibition, % at 9.99 µM; 0.096% of 360,000 active; AID 602481; in the data active = inhibition above about 40%; inconclusive = no clear call, values can overlap the other calls
MazEF act = activators of E. coli MazEF toxin-antitoxin RNase; P0AE70; FAM/BHQ RNA-DNA oligo cleavage fluorescence, 5 h; activation, % at 20 µM; 0.32% of 350,000 active; AID 504720; in the data active = activation above about 50%
Target sequence (P0AE70 whole entry, looked up): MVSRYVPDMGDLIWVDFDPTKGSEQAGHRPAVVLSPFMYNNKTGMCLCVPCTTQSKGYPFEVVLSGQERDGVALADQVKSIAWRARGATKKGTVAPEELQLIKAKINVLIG
PrPC TRFRET = cell surface PrPC inhibition, primary TR-FRET screen. inhibition, % at 13.8 µM. 0.43% of 370,000 active. TR-FRET read-out; in the data active = inhibition above about 24%; also: 0% = median of the test wells and 100% = reference compound wells
FadD28 FP inh = M. tuberculosis FadD28 bisubstrate binding inhibition. AID 588549. inhibition, % at 12.5 µM. FadD28 bisubstrate probe binding, fluorescence polarization. 0.22% of 360,000 active; in the data active = inhibition above about 8.5%, passing the limit was not always enough; inconclusive = no clear call, values can overlap the other calls
BoNT-F LC inh = inhibitors of Botulinum neurotoxin F light chain protease. Multiplex microsphere protease cleavage assay, flow cytometry. inhibition, % at 10 µM. 0.22% of 360,000 active; in the data active = inhibition above about 35%, passing the limit was not always enough; inconclusive = no clear call, values can overlap the other calls; also: plate controls were buffer without enzyme for full effect and enzyme alone for no effect
Mtb UGM inh = inhibitors of M. tuberculosis UDP-galactopyranose mutase. P9WIQ1. purified UGM, fluorescence polarization probe displacement. inhibition, % at 10 µM. 0.06% of 320,000 active; in the data active = inhibition above about 10%, passing the limit was not always enough; inconclusive = no clear call, values can overlap the other calls
Target sequence (P9WIQ1 whole entry, looked up): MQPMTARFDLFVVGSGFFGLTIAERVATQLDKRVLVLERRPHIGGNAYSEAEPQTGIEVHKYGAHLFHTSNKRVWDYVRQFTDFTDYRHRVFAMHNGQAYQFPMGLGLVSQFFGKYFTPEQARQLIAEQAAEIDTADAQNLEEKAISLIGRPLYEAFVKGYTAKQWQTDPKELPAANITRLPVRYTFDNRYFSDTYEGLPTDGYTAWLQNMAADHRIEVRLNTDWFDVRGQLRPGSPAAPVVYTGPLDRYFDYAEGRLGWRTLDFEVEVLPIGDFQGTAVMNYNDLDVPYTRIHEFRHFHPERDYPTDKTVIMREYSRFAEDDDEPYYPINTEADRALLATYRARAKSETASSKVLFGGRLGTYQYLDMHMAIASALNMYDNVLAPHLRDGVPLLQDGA
GDH-TPI inh = inhibits GDH-TPI coupling enzymes, artifact for Mtb FBA screen | GDH-TPI coupled enzyme counterscreen, NADH absorbance | inhibition, % at 4.8 µM | 1.2% of 360,000 active; in the data active = inhibition above about 30%;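 also: 0% = DMSO wells and 100% = wells lacking the enzyme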
Mtb FBA inh = inhibits M. tuberculosis FBA enzyme | AID 588726 | purified M. tuberculosis FBA, fluorescence read-out | inhibition, % at 1 µM | 2.3% of 360,000 active | P9WQA3; in the data active = inhibition above about 27%;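 also: 0% = vehicle and 100% = reference inhibitor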
Target sequence (P9WQA3 whole entry, looked up): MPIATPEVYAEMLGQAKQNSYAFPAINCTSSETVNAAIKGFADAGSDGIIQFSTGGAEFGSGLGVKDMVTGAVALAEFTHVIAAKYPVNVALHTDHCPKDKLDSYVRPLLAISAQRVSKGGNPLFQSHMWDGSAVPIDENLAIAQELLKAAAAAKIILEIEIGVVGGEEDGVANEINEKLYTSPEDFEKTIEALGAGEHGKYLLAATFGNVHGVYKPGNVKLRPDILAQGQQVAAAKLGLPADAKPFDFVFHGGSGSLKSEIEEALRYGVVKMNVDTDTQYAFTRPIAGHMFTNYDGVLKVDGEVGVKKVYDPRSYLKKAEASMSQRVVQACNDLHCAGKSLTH
* hit, by the source's call; ? = inconclusive; . = not tested or not shown; & = joins results of further samples.

SMILES	Rv3671c protease	BioA inh	MazEF act	PrPC TRFRET	FadD28 FP inh	BoNT-F LC inh	Mtb UGM inh	GDH-TPI inh	Mtb FBA inh
COc1ccc(OCC#CCN2CCNCC2)cc1	-8	23	4	5	-2.9	16	0.5	14	-4
COc1ccc(NC(=O)CSc2ccc(-c3ccco3)nn2)c(OC)c1	1	0.4	2	4	-1.9	-4	6.4	15	2
CN(C)c1cccc(C(=O)OCC(=O)Nc2nccs2)c1	-1	.	-3	3	0.8	-5	-1.6	3	-1
Cc1ccc(C(O)P(=O)(OC(C)C)c2ccc(N(C)C)cc2)cc1 (stereo not given)	2	-1.0	6	6	0.6	-5	-1.5	3	-1
Cc1ccc(C2(C)NC(=O)N(CC(=O)Nc3cc(S(=O)(=O)N4CCOCC4)ccc3OC(C)C)C2=O)cc1 (stereo not given)	.	-1.6	7	5	-2.6	1	.	-2	1
CCn1ncc(Br)c1C(=O)Nc1cc(C(=O)OC)ccc1C(=O)OC	-8	.	13	-3	-2.6	-3	-0.2	-7	7
CC(NC(=O)N1CCOCC1)c1ccccc1 (stereo not given)	3	2.0	10	-7	-2.6	?	1.5	-6	1
CCOC(=O)COc1ccc2c(c1)C(=O)CC(C)(c1cccnc1)O2 (stereo not given)	-1	.	1	.	-2.0	-8	3.6	-4	59*
Cc1cc(C)nc(SCC(=O)Nc2cccc(S(=O)(=O)N(C)C)c2)n1	3	1.0	4	-1	-4.3	-4	-2.0	-7	1
O=C(NCCN1CCN(C(=O)Nc2ccccc2)CC1)Nc1ccccc1	1	1.2	3	-8	-0.8	7	0.0	3	4
CC1(C)O[C@@H]2[C@H](O1)[C@@H](COS(=O)(=O)O)O[C@H]2n1ccc(=O)[nH]c1=O	0	-0.7	7	1	-1.5	3	0.8	-2	4
COC(=O)c1sccc1N/C=C(\C#N)S(=O)(=O)C(C)(C)C	5	-0.2	10	7	-0.8	.	0.6	18	3
Cc1cc(Br)ccc1OCCCCN1CCC(C)CC1	1	.	-9	7	-1.0	-6	-2.0	5	8
O=C(Nc1ccccc1)N(C1=NCCC1)c1ccc(OC(F)F)cc1	0	-0.3	-5	-3	-0.5	-2	-0.1	0	0
NC(=O)NN=C(C1CC1)C1CC1	.	2.0	-3	-6	-4.9	-2	.	-3	-1
C(=NCCCN1CCOCC1)c1ccc2c(c1)OCO2	4	.	5	-3	1.4	5	-0.7	8	0
CCOC(=O)c1cc(NC(=O)CNCC(c2ccccc2)N(C)C)cc(C(=O)OCC)c1 (stereo not given)	-9	1.2	2	-8	0.0	-10	-0.8	0	-2
Cn1c(CN2CCOCC2)nnc1SCc1ccc(C#N)cc1	4	.	9	6	-2.0	-4	0.4	1	-2
Cc1cc(C)c(NC(=O)CSc2nnc(CNC(=O)c3c(F)cccc3Cl)o2)c(C)c1	2	1.5	6	1	-3.0	-3	-2.4	6	1
O=C(OC1CCOC1=O)c1cc(-c2ccc(Cl)cc2)nc2ccccc12 (stereo not given)	1	-4.5	0	0	-1.0	-10	-1.1	17	24
Cc1ccc(CNC(=O)N2CCN(C)CC2)cc1	-6	.	-9	-8	-0.4	-4	-1.6	-3	-1
CC(C)C(OC(=O)C1CCCO1)C(=O)NC1CCCC1 (stereo not given)	1	-0.6	2	2	-2.2	1	1.7	-2	-1
CCCCOC(=O)C1[C@H]2C(=O)N(CCc3ccccc3)C[C@]23C=C[C@H]1O3 (stereo not given in full)	1	.	5	-1	-1.8	-21	4.6	0	5
CN1CCN(CC(=O)Nc2cccc(S(=O)(=O)N(C)c3ccccc3)c2)CC1	-4	0.2	-5	1	.	1	-1.2	2	-2
CCN(CC)CCN(C)C(=O)c1ccc(OC2CCN(C(=O)C3CC3)CC2)cc1	5	4.4	9	4	-2.7	2	5.4	-4	-5
COc1cc2[nH]c(O)c(C=O)c2cc1OC	.	-1.2	5	-8	1.4	-11	.	11	2
CC1(C)Cc2c(sc(NC(=O)C(=O)NCC3CCCO3)c2C(N)=O)CO1 (stereo not given)	-9	.	7	-2	-2.3	-1	-3.3	14	-3
Cc1cc(C(=O)OCC(=O)Nc2ccc(F)cc2F)c(C)n1C1CC1	-1	-5.6	-7	-8	-0.5	2	-2.8	0	5
O=C1C(C=Nc2ccc(F)cc2)=C(O)c2ccccc21	7	0.7	-1	1	0.6	-3	0.7	5	0
CC1(Cc2cccc(C(F)(F)F)c2)C(=O)Nc2ccc(-c3ccc(F)c(Cl)c3)cc21 (stereo not given)	.	-1.0	.	10	-11	-10	.	4	-3
CCc1nnc(NC(=O)CSc2nnc(C)n2-c2ccc(C)cc2)s1	5	.	0	-4	-2.4	2	0.5	1	1
CCc1cc2c(-c3ccccc3)cc(=O)oc2cc1OC(C)C(=O)O (stereo not given)	5	0.8	-6	-2	-7.9	16	1.3	14	4
COc1ccc(OC)c(/C=N/NC(=O)CCc2c(C)n[nH]c2C)c1	6	-2.6	2	1	-1.1	40*	-0.9	5	78*
CN(C)CCNC(=O)C(=O)NCC1OCCN1S(=O)(=O)c1ccc([N+](=O)[O-])cc1 (stereo not given)	-3	.	-2	-47	-4.8	-2	1.5	-2	-6
O=C(OCn1ncc(Br)c(Br)c1=O)c1ccc(F)cc1	-5	-1.1	0	.	-0.2	10	-2.8	-1	0
Cc1cc(C(=O)OCC(=O)Nc2ccccc2C(F)(F)F)on1	-1	-1.8	10	0	-2.7	-7	-1.5	12	1
Cn1c2c(c(=O)n3ncnc13)CCCC2	-3	.	0	0	-2.5	?	0.2	8	-20
Cc1ccc(/C=C(/C#N)C(=O)NC(=O)Oc2ccccc2)cc1	-6	1.8	6	6	1.1	-6	3.2	28	2
COc1ccc(-n2nc3c(N4CCC(C(=O)NCc5cccc(C)c5)CC4)nnc(C)c3c2C)cc1	-6	2.2	-37	-4	-4.5	15	5.0	12	5
C=CCn1c(O)c(C(CC)=NCCc2ccccc2)c(=O)[nH]c1=O	1	1.4	-4	7	-2.9	-2	3.2	17	-2
COc1ccc(-c2csc3nc(-c4ccccc4)oc(=O)c23)cc1OC	-2	1.1	-27	1	-4.7	0	-1.6	5	1
CC1CCCCN1CCNC(=O)c1ccc2c(c1)N(Cc1ccccc1)C(=O)c1ccccc1S2(=O)=O (stereo not given)	5	-1.7	21	-4	-2.6	-1	-0.1	5	3
COc1ccc(C2CC(c3cccs3)=NN2C(=O)COC(=O)c2cncc(Br)c2)cc1OC (stereo not given)	0	.	-19	2	-1.1	-8	-1.4	6	3
Cc1cc(/C=N/NC(=O)c2cccc([N+](=O)[O-])c2)c(C)n1-c1ccc(Cl)cc1Cl	6	5.0	3	-10	1.1	0	-2.2	14	-1
O=C(COC(=O)c1ccc(S(=O)(=O)N2CCCC2)cc1)Nc1ccc(F)cc1F	-4	-2.6	1	1	-0.3	-1	1.2	-3	2

Laid out differently: results already given.
Values in the order: Rv3671c protease, BioA inh, MazEF act, PrPC TRFRET, FadD28 FP inh, BoNT-F LC inh, Mtb UGM inh, GDH-TPI inh, Mtb FBA inh
- CCc1cc2c(-c3ccccc3)cc(=O)oc2cc1OC(C)C(=O)O (stereo not given)
  5, 0.8, -6, -2, -7.9, 16, 1.3, 14, 4
- COc1ccc(OC)c(/C=N/NC(=O)CCc2c(C)n[nH]c2C)c1
  6, -2.6, 2, 1, -1.1, 40*, -0.9, 5, 78*
- CN(C)CCNC(=O)C(=O)NCC1OCCN1S(=O)(=O)c1ccc([N+](=O)[O-])cc1 (stereo not given)
  -3, ., -2, -47, -4.8, -2, 1.5, -2, -6
- O=C(OCn1ncc(Br)c(Br)c1=O)c1ccc(F)cc1
  -5, -1.1, 0, ., -0.2, 10, -2.8, -1, 0
- Cc1cc(C(=O)OCC(=O)Nc2ccccc2C(F)(F)F)on1
  -1, -1.8, 10, 0, -2.7, -7, -1.5, 12, 1

More results follow.
SMILES	Rv3671c protease	BioA inh	MazEF act	PrPC TRFRET	FadD28 FP inh	BoNT-F LC inh	Mtb UGM inh	GDH-TPI inh	Mtb FBA inh
CN(C)C(CNC(=O)c1cc(S(=O)(=O)N(C)c2ccccc2)ccc1Cl)c1cccs1 (stereo not given)	8	0.4	-7	0	-0.2	1	-0.6	4	-2
O=C1C(CN2CCCC2)CCCC1CN1CCCC1 (stereo not given)	.	.	-1	-11	-0.9	-4	.	4	4
Cc1ccc(/C=N/Nc2cccc(C(=O)O)c2)s1	9	-1.3	-3	8	3.9	-1	-0.4	16	-1
CCOC(=O)CSc1ccc2nnc(CCNS(=O)(=O)c3ccc(C)cc3)n2n1	0	.	8	4	-0.5	-6	0.5	1	1
Cc1ccc(-n2c(=S)[nH]c3c(oc4ccccc43)c2=O)cc1	-14	-0.6	2	11	-4.3	-2	-0.8	23	0
CCOC(=O)Cn1nc(C)cc1NC(=O)c1cccnc1	-1	5.9	6	5	-2.3	-5	-1.0	4	0
COC/C=C/C1=CC2=CC(=O)C(C)(OC(=O)c3cnc4ccccc4n3)C(=O)C2=CN1C1CC1 (stereo not given)	-21	-0.6	-1	-11	-0.8	-10	-0.8	16	2
C/C=N/NC(=O)CCNC(=O)c1ccccc1	-9	.	1	3	-3.5	-3	0.7	-7	0
COc1ccc(Nc2cc(C(=O)NCCCN3CCN(C)CC3)c3ccccc3n2)c(OC)c1	8	-0.1	10	2	-0.2	-15	-2.4	12	-1
CC(=O)c1c(N2CCOCC2)nc(=S)n(-c2ccc([N+](=O)[O-])cc2)c1C	-3	1.2	2	-9	0.2	.	1.0	8	6
COC(=O)CN1C(=O)N/C(=C/c2cc(OC)c(OC)cc2C)C1=O	2	.	3	-1	-13	-3	-1.9	-4	1
COCCN1C2=C(C(=O)CC(C)(C)C2)C(c2ccc(OC)c(OC)c2)C2=C1CC(C)(C)CC2=O	3	-0.1	5	-12	-1.2	?	0.4	16	2
Cc1ccc(Nc2c(F)c(F)c(F)c(F)c2C(=O)O)cc1	11	.	-10	-3	1.4	-3	-0.8	13	-2
COc1cc(-c2ccc3sc(-c4ccsc4)c(C#CCO)c3c2)cc(OC)c1OC	-52	-1.0	-12	-8	-0.8	-15	1.4	18	6
COC(=O)[C@H](C)NC(=O)Nc1ccc(OC)cc1OC	-4	0.5	-2	3	-2.4	-6	-0.9	-4	0
COc1ccc(CC(=O)N(C)C2CCCCC2)cc1S(=O)(=O)N1CCOCC1	1	.	2	2	1.0	-4	0.6	1	0
CCOC(=O)c1cnc(-n2nc(C)cc2C)nc1Nc1cccc(C(=O)O)c1	-3	-1.6	0	-4	0.7	3	0.1	-1	5
COc1ccc(-c2nnc(NC(=O)c3ccc(S(=O)(=O)N4CCCc5ccccc54)cc3)o2)cc1	-11	-1.3	3	.	-0.8	12	-0.9	37*	-1
O=C(NC1=NCCS1)c1ccc(Cl)s1	2	-2.6	-11	-4	-1.9	0	-0.9	15	0
CCOc1ccc(C(=O)NC(=S)Nc2ccc(NC(=O)c3ccco3)cc2)cc1[N+](=O)[O-]	-18	.	-3	-1	0.7	-6	-2.3	2	0
CC(C)COC(=O)N(C)C[C@H]1OCc2cnnn2CCCC(=O)N([C@H](C)CO)C[C@H]1C	.	-0.4&-1.8&-1.6	10	-6	-1.8	2	.	9	2
CCOc1nc(OCC)nc(N2CCC(C)CC2)n1	-4	-0.7	2	2	-1.3	-1	0.3	-8	4
CN1CCC(OC(=O)c2cc3cc(Br)ccc3oc2=O)CC1	2	0.2	3	-1	-1.0	?	0.7	1	-1
COC(=O)c1ccccc1NC(=O)CN1CCCCC1	-2	.	8	10	-0.4	-6	-0.6	7	3
O=C(N/N=C/c1ccc2cccc(OCc3ccccc3)c2n1)c1ccc(Cl)cc1	-9	.	-18	9	-4.5	-3	-1.9	10	25
Clc1cccc(N2CCN(CCCN3CCN(c4ccccc4)CC3)CC2)c1	.	2.3	4	-6	-3.6	-28	.	2	-2
NC1=NC[C@@H](CC2CCCCC2)N1CCc1cc(C(F)(F)F)cc(C(F)(F)F)c1	-3	8.5	-13	.	-16	-16	-2.9	8	4

As entered above:
`COc1ccc(CC(=O)N(C)C2CCCCC2)cc1S(=O)(=O)N1CCOCC1` in GDH-TPI inh = 1
`CCOc1nc(OCC)nc(N2CCC(C)CC2)n1` in Mtb FBA inh = 4
